Assay outcomes as filed in PubChem.
TexasRed fluor: Total Fluorescence Counterscreen for Inhibitors of the Interaction of Thyroid Hormone Receptor and Steroid Receptor Coregulator 2. Potency, µM (titrated, usually from 106 µM), for the others: at the top dose fluorescence change, negative = quenching. TRb/SRC2 Texas Red total fluorescence interference. 280,000 tested, 0.29% active; active = well fitted curve in either direction with a large enough effect; inconclusive = small, poorly fitted or top-dose-only effect; also: potency is read from the fitted curve at half-maximal effect; % is scaled to controls: 0 for no effect and ±100 for the full control effect
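Human TRb ligand-binding domain at 0.6 uM with 20 nM Texas Red SRC2 peptide in Tris buffer containing 1 uM T3 and 5% DMSO, incubated with compound 5 h at ambient temperature. Total fluorescence (555/632 nm) calculated as parallel + 2 × perpendicular.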
Tau fluor cs: Counterscreen qHTS for Inhibitors of Tau Fibril Formation, Fluorescence Polarization; tau K18 P301L (four-repeat tau fragment) Alexa594 fluorescence, heparin fibrillization; AID 1463, 2008; 280,000 tested, 0.93% active; Potency, µM (highest dose often 57.7 µM), for inactives: at the highest dose activity change, negative = decrease; also: potency is read from the fitted curve at half-maximal effect; % is scaled to controls: 0 for no effect and ±100 for the full control effect; nearly all actives have a fitted effect of over 55% in size
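Human K18 P301L tau (15 uM unlabeled plus 0.24 uM Alexa 594-labeled, final) in 100 mM sodium acetate pH 7 was mixed with compound and 20 uM heparin and incubated 6 hr at 37 C.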
NPSR antagonist: qHTS Assay for Antagonists of the Neuropeptide S Receptor: cAMP Signal Transduction; CHO-NPSR cells, cAMP TR-FRET, antagonist mode; Potency, µM (highest dose often 38.3 µM), for inactives: at the highest dose activity change, negative = inhibition, actives largely listed as inhibitors; 220,000 tested, 1% active; also: potency is read from the fitted curve at half-maximal effect; % is scaled to controls: 0 for no effect and ±100 for the full control effect; nearly all actives have a fitted effect of over 50% in size; many of its hits are not listed in these tables
CBFb RUNX1 block: qHTS Assay for Compounds Blocking the Interaction Between CBF-beta and RUNX1 for the Treatment of Acute Myeloid Leukemia. Runt-related transcription factor 1 (Homo sapiens) + Core-binding factor subunit beta …. AlphaScreen CBFb-His/RUNX1-biotin binding, biochemical. Potency, µM (highest dose often 59.8 µM), for inactives: top-dose activity, negative = inhibition, actives largely listed as inhibitors. 230,000 tested, under 10 active. AID 1477, 2009; also: % of control where 0% means no effect
Target sequence (Q01196 whole entry, looked up): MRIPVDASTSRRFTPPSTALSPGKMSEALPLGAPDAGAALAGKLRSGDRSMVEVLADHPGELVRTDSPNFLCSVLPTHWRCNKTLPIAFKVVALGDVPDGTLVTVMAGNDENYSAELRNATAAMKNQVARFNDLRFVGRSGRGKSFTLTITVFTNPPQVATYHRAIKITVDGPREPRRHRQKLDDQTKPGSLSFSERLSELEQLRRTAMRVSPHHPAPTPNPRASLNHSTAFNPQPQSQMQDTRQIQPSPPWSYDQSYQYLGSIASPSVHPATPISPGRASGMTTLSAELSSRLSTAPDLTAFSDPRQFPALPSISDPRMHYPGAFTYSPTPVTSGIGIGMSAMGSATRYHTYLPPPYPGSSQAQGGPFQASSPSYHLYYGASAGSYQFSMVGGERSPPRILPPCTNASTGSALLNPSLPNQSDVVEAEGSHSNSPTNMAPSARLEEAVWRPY
Target sequence (Q13951 whole entry, looked up): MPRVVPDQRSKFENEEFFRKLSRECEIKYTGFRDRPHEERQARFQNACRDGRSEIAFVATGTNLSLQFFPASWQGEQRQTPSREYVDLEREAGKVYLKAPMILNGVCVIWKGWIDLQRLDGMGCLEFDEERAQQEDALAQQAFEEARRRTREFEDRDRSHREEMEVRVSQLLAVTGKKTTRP
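His-tagged CBF-beta and biotinylated RUNX1 (30 nM each) were premixed 20 min at room temperature, exposed to compound for 15 min, then given nickel-chelate and streptavidin AlphaScreen beads (50 ng each). After 90 min, AlphaScreen signal was read.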
TRb-SRC2 inh: qHTS for Inhibitors of the Interaction of Thyroid Hormone Receptor and Steroid Receptor Coregulator 2. Potency, µM (titrated, usually from 106 µM), without a hit: top-dose activity change, negative = inhibition, most hits filed as inhibitors. 280,000 tested, 0.065% active. Thyroid hormone receptor beta (Homo sapiens), P10828. AID 1469, 2008. TRbeta-SRC2 peptide binding, fluorescence polarization; receptor liganded with 1 µM T3;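 also: potency is read from the fitted curve at half-maximal effect; plate controls were bound peptide for no effect and peptide without receptor for full effect; nearly all actives have a fitted effect of over 50% in size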
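Compounds were added to 0.6 uM TRb ligand-binding domain and 20 nM Texas Red-labeled SRC2 peptide in Tris buffer containing 1 uM T3, incubated 5 hr at ambient temperature, then read by fluorescence polarization.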
Tau fibril FP: qHTS for Inhibitors of Tau Fibril Formation, Fluorescence Polarization | Microtubule-associated protein tau (Homo sapiens), P10636 | 280,000 tested, 0.39% active | Potency, µM (doses to about 57.7 µM), for inactives: at the top dose activity, negative = inhibition, usual class: inhibitors | K18 P301L tau heparin fibrillization, Alexa594 FP, 6 h; also: potency is read from the fitted curve at half-maximal effect; % is scaled to controls: 0 for no effect and ±100 for the full control effect; nearly all actives have a fitted effect of over 55% in size
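Human tau K18 […] P301L fragment, 15 uM unlabeled plus 0.24 uM Alexa 594-labeled tau (final), with compound and 20 uM heparin in 100 mM sodium acetate pH 7; 6 hr at 37 C, then Alexa 594 FP read.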
GLA spleen mod: qHTS Assay for Inhibitors and Activators of Human alpha-Galactosidase From Spleen Homogenate; AID 2107, 2009; 240,000 tested, 0.008% active; human spleen homogenate, 4MU-alpha-Gal fluorescence, 40 min; Potency, µM (series often up to 80 µM), inactives show at the top dose activity change, negative = inhibition, most hits filed as inhibitors; Alpha-galactosidase A (Homo sapiens), P06280;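 also: potency is read from the fitted curve at half-maximal effect; 0% = enzyme with vehicle and -100% = no enzyme basal signal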
Target sequence (P06280 32-429 limits assumed): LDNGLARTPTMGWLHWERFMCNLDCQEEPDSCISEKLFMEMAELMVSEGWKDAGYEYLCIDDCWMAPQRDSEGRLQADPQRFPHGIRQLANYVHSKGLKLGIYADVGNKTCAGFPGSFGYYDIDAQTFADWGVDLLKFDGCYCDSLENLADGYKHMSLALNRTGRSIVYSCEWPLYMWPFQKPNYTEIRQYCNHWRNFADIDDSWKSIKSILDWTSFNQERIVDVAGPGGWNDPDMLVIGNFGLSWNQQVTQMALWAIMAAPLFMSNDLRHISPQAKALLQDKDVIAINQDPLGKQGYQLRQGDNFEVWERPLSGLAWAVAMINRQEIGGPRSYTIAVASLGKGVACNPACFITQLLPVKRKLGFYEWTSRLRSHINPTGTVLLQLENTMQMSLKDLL
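Fluorogenic readout (Ex 365/Em 440 nm) of 4-methylumbelliferone released from 1 mM 4-MU-alpha-galactoside by spleen homogenate, 40 min at 37C, pH 5.0. Data normalized to no-enzyme and enzyme controls; Hill-equation AC50 from compound titrations.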
Epigenetic reg: Quantitative High-Throughput Screen for Regulators of Epigenetic Control; Potency, µM (doses to about 53.9 µM), for inactives: at the highest dose GFP activation, usual class: activators; 280,000 tested, 0.2% active; murine LDR cells, GFP reporter derepression, 30 h; also: potency is read from the fitted curve at half-maximal effect; % of control where 0% means no effect; nearly all actives have a fitted effect of over 60% in size
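Murine LDR cells carrying a silenced, genomically integrated CMV-driven GFP reporter were exposed to compound for 30 hours at 37 C. After PBS washes, GFP-positive cells (20–120 um objects) were counted by laser-scanning microplate cytometry.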
* = called active by the depositor; ? = inconclusive; · = no result given; & = joins results of further samples; [ ] = remark or other dose. Unless noted, calls follow the shape of the dose curve; as a rule, active = well fitted curve in the direction sought with a large enough effect; inconclusive = small, poorly fitted or top-dose-only effect, or another doubt; inactive = no such curve, though single readings can be large; an effect the other way counts as inactive or inconclusive.

SMILES	TexasRed fluor	Tau fluor cs	NPSR antagonist	CBFb RUNX1 block	TRb-SRC2 inh	Tau fibril FP	GLA spleen mod	Epigenetic reg
CCCCc1nn2c(=O)cc(COC(=O)c3ccccc3NC(=O)c3cccs3)nc2s1	0.6%	5.4%	·	·	-2.7%	0.5%	·	11.0%
COC(=O)c1nc(N)sc1C(C)C	0.3%	-11.2%	12.6%	0.5%	-3.5%	-3.0%	-1.8%	1.1%
Cc1nn(C)cc1CNC(=O)c1ccc(F)cc1	0.2%	6.9%	19.1%	-12.4%	1.1%	0.6%	-0.4%	4.4%
COc1ccc(-c2nc(CNS(=O)(=O)c3ccc(OC)c(OC)c3)cs2)cc1	-4.4%	-3.3%	-3.3%[46.1 µM]	14.6%	-8.1%	-0.1%	-1.5%	-0.8%
O=c1c2ccccc2nc(SCc2ccc([N+](=O)[O-])cc2)n1-c1ccccc1	-1.4%	-17.8%	-18.9%[46.1 µM]	-1.5%	-7.0%	0.9%	7.4%	-0.6%
CC(C)(C)c1ccc(COC(=O)CNC(=O)CNC(=O)Cc2ccccc2)cc1	-0.4%	-11.8%	-13.8%[46.1 µM]	1.7%	-0.4%	2.1%	-3.5%	2.8%
CCN1C(=O)[C@H]2[C@H]3[C@H](O)[C@H](O)C/C(=N/O[C@@H](C)c4cn([C@H]5COC[C@H]5O)nn4)[C@@H]3CC[C@@H]2C1=O	?	-3.9%[11.6 µM]	·	4.8%[13.1 µM]	-7.7%[11.2 µM]	1.9%[11.6 µM]	-3.7%[17.5 µM]	0.0%[10.1 µM]
O=c1cc(-c2ccccc2)oc2ccccc12	1.5%[201 µM]	·	·	15.4%[21.7 µM]	1.2%[201 µM]	·	-1.9%	·
FC(F)(F)c1nnc2c(Sc3ccc(Cl)cc3)nc3ccccc3n12	-0.9%	-1.2%	?	-4.4%	-8.5%	-8.6%	-17.1%	-2.3%
COC(=O)c1ccc(C(=O)OC)c(NC(=S)N2CCC(C)CC2)c1	-3.7%	-14.6%	-2.8%	6.1%	-4.9%	-10.0%	29.9%	2.2%
CC(=O)Nc1ccc(S(=O)(=O)NCC2CCC(C(=O)NCc3ccccc3)CC2)cc1 (stereo not given)	-2.3%&-9.4%	-9.2%&0.3%	10.6%	1.2%	5.2%&0.3%	-2.3%&-1.6%	4.9%	-1.4%&0.0%
CCC(C(=O)NCc1ccccc1OC)c1ccccc1 (stereo not given)	-0.6%	-0.9%	-1.1%	23.3%	-0.5%	-2.7%	1.5%	0.4%
C/C(=N/NC(=O)c1ccccc1)C(=O)O	-4.6%	-26.7%	9.0%	4.0%	-3.0%	14.8%	?	0.0%
O=c1[nH]c(N2CCOCC2)nc2c1CCCC2	-0.6%	-16.9%	-6.5%[46.1 µM]	4.5%	1.0%	-5.8%	-5.4%	3.5%
COCCCN(Cc1ccco1)C(=O)Cn1ncc2c(=O)oc3ccc(C)cc3c21	-1.8%	-6.1%	3.1%	7.9%	0.6%	-4.2%	2.7%	-0.4%
Cc1cccc(C)c1Nc1nnc(SCC(=O)c2ccc(Br)s2)s1	1.3%	-13.8%	-12.1%	-22.2%	-4.4%	-1.4%	2.4%	-2.0%
COc1ccc(C(=O)Nc2ccccc2C(=O)OCc2cc(=O)n3nc(C4CC4)sc3n2)cc1	-1.6%	-8.2%	·	·	5.9%	-12.6%	·	-6.1%
COc1ccc(CCn2ccc(O)c(Cc3ccc(Cl)cc3Cl)c2=O)cc1OC	-1.2%	5.2%	-10.4%	-8.0%	-1.8%	-0.9%	0.5%	-1.3%
CCOc1ccc(CNC(=O)c2ccc3c(c2)c(C)c(C)n3Cc2ccc(Cl)cc2)cc1	1.2%	-11.5%	·	·	2.2%	6.3%	·	-2.2%
O=C(NCc1ccccc1Cl)c1ccc(CSc2nc3ccncc3[nH]2)cc1	-1.0%	-14.5%	-15.9%	4.6%	4.0%	-9.9%	-15.7%	2.0%
COc1ccc(C(=O)Nc2ccc(S(=O)(=O)NC(C)C)cc2)cc1	0.9%	-16.0%	-2.9%[46.1 µM]	4.3%	-2.3%	1.3%	0.9%	1.0%
COc1ccc(OC)c(S(=O)(=O)NCCc2csc3nc(-c4ccccc4)nn23)c1	0.8%	-17.0%	·	·	-0.2%	-13.7%	·	-0.5%
COc1ccc(CCNC(=O)c2ccc(Cn3c(=O)c4cccn4c4cccnc43)cc2)cc1OC	-2.1%	0.2%	·	·	-3.1%	-0.2%	·	0.0%
CSC(=S)N(C)C1CCS(=O)(=O)C1 (stereo not given)	2.8%	0.7%	-4.4%[46.1 µM]	-2.4%	-1.2%	1.4%	0.9%	0.0%
CCOc1ccc2oc(=O)cc(CN3CCN(c4cc(C)ccc4C)CC3)c2c1	-0.4%	-3.0%	·	·	-0.4%	2.8%	·	-3.1%
Cc1ccc(-c2cc(C(=O)NCCCN3CCOCC3)no2)cc1	-0.4%	-1.5%	1.0%[46.1 µM]	5.6%	-11.4%	-2.7%	0.1%	-1.0%
CCOC(=O)c1c(C=O)c(C)n(Cc2ccc(C)cc2)c1C	0.9%	-26.4%	?	-24.4%	13.9%	-11.5%	7.2%	8.9%
COc1ccc(NC(=O)[C@H](COCc2ccccc2)NC(=O)OC(C)(C)C)cc1	4.1%	-11.1%	-17.6%[46.1 µM]	-14.0%	6.9%	-0.9%	2.9%	4.7%
CC(=O)Nc1cccc(C(=O)/C=C/c2ccc(C)cc2)c1	-1.8%	-12.5%	-1.6%[46.1 µM]	-3.2%	1.4%	-5.2%	9.1%	?
O=C(Cn1cnc([N+](=O)[O-])c1)Nc1cc(Oc2ccc(Cl)cc2Cl)cc([N+](=O)[O-])c1	-2.8%	4.47µM*[quencher]	-9.0%[46.1 µM]	-16.9%	-1.2%	?	3.9%	4.7%
Cc1ccc(C(=O)Nc2ccccc2C(=O)NCc2ccccc2)cc1	2.9%	?	-18.6%	5.6%	-2.5%	?	-4.4%	0.0%
COCC(=O)Nc1c(C(=O)Nc2ccccc2OC)oc2ccccc12	0.8%	-6.7%	-6.4%[46.1 µM]	11.8%	6.1%	-4.3%	-26.5%	-3.2%
COC(=O)C(NC(=O)CCc1c(C)nc2c(-c3ccccc3)c(C)nn2c1C)C(C)C (stereo not given)	?	-22.5%	·	·	0.9%	-11.0%	·	-1.1%
COc1ccc(NC(=O)N(C2CCCCC2)C2CCN(C(C)C)CC2)c(OC)c1	2.4%	-4.5%	-14.4%[46.1 µM]	-0.9%	-17.1%	3.2%	-3.1%	-1.3%
O=C(CSc1nnnn1-c1ccccc1)CSc1nnnn1-c1ccccc1	-0.5%	?	-21.6%[46.1 µM]	-4.6%	9.9%	3.8%	-2.8%	-1.0%
Cc1[nH]nc2ncc(C(=O)c3cc(Cl)cc(Cl)c3O)cc12	-2.5%	?	-2.2%[46.1 µM]	-3.9%	-1.6%	-8.9%	0.2%	0.0%
COc1cc(NC(=O)CC(c2cccs2)N2Cc3ccccc3C2=O)cc(OC)c1OC (stereo not given)	1.4%	-29.6%	·	·	-3.6%	3.0%	·	-0.1%
COCc1cc(CN2CCN(C)CC2)c(O)c2ncccc12	-2.3%	?	-24.6%[46.1 µM]	1.6%	6.6%	4.6%	-1.0%	?
O=C(CSc1nnc(-c2ccncc2)n1CC1CCCO1)Nc1ccccc1Cl (stereo not given)	7.7%	-9.7%	-0.4%	9.6%	-0.4%	2.0%	-4.2%	1.1%
Cc1nc2cc(-c3cccc(F)c3)nn2c(C)c1CCC(=O)NC1CCCCC1	1.2%	-0.2%	·	·	-2.6%	-3.1%	·	0.0%
COc1cccc(-n2nc(-c3ccnn3-c3cccc(Cl)c3)c(=O)n(C)c2=O)c1	-1.2%	10.4%	-9.9%	17.2%	-4.8%	-2.6%	-2.8%	-1.1%
CC1CC(=O)Nc2ccccc2N1S(=O)(=O)c1ccccc1 (stereo not given)	-6.2%	-6.2%	-9.3%[46.1 µM]	2.1%	-6.5%	-2.7%	-2.8%	-2.0%
O=C(CCSc1ccccc1)N1CCN(c2ccccc2)CC1	-1.7%	-12.8%	-14.2%	3.9%	-2.1%	-6.3%	7.7%	1.1%
O=C(c1cccc(F)c1)N1CCN(S(=O)(=O)c2ccccc2)CC1	-1.1%	5.8%	7.1%[46.1 µM]	-6.6%	-7.7%	4.1%	13.5%	3.5%
O=C(CSc1nccc(=O)[nH]1)N1c2ccccc2CCc2ccccc21	0.4%	0.5%	-29.0%[46.1 µM]	10.2%	-5.2%	3.9%	-17.1%	-1.6%
CCOC(=O)c1c(NC(=O)CNCC(O)CO)sc(C)c1C (stereo not given)	1.0%	-23.2%	-4.2%[46.1 µM]	3.5%	8.4%	-1.9%	11.2%	-1.1%
Cc1nc2sc3c(c2c(=O)n1NC(=O)CCl)CCCC3	1.8%	-4.6%	-10.5%	3.2%	0.9%	4.6%	16.5%	0.0%

A portion of the library (hit frequency here may not be typical).
